PKA-R2B activ: activates the human PKA-R2B holoenzyme complex. PKA-R2B holoenzyme dissociation, Cy5-IP20 fluorescence polarization; R2B truncated from residue 108, S112A mutant; 0% DMSO only, 100% 113 µM cGMP. 340,000 tested, 0.079% active. activation, % at 11.4 µM. P22694+P31323. AID 504700;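 active = activation above a cutoff set at the mean over all compounds plus 3 SD, cut at about 18% in these data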;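 also: higher means more holoenzyme dissociation and a rise in polarization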
Target sequence (P31323 whole entry, looked up, other chains not shown, the tested form may be a part): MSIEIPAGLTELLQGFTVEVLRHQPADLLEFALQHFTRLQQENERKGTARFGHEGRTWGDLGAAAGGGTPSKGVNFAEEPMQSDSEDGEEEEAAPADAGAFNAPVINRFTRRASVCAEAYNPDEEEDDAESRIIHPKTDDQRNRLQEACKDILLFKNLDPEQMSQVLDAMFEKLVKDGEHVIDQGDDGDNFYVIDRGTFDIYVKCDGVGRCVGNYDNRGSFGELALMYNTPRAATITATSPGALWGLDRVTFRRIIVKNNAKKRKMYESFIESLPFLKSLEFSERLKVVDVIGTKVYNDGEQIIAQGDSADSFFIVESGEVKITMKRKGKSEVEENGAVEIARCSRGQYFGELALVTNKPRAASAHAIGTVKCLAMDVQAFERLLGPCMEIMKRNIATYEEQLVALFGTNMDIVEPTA
PKA-R1A activ: activates the PKA-R1A holoenzyme complex. P00514+P68181. PKA-R1A dissociation, Cy5-IP20 fluorescence polarization; scaled: DMSO 0%, 113 µM cGMP 100%. activation, % at 11.4 µM. 340,000 tested, 0.083% active;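 active = percent activation above the mean of all tested compounds plus 3 SD, cut at about 19% in these data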;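 also: higher means more PKAc released from R1A so a rise in polarization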
HTR5A ag: counter-screen for OPRM1-OPRD1 agonists: human HTR5A agonism. P47898. HTR5A agonist assay, luminescence, cell-based. activation, % at 9.3 µM. 340,000 tested, 0.61% active; in the data active = activation mostly above about 9.5%, no sharp cut-off; inactive = mostly below about 7.6%;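 also: 0% = cells with vehicle only and 100% = reference agonist; strong numbers were not always called active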
Tat transport: blocks Tat-dependent protein export in E. coli. inhibition, % at 10 µM. E. coli MC4100 TorA-mCherry Tat export, fluorescence. 340,000 tested, 0.036% active. AID 488895;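 active = mean replicate inhibition at least 50% and at least half of replicates individually reaching 50%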;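 also: exported cargo escapes ClpAP degradation while cytoplasmic cargo is degraded and loses fluorescence; 0% = median of neutral control wells and 100% = median of NaSCN control wells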
phage Ecoli inh: E. coli growth loss with phage present; growth absorbance; inhibition, % at 11.9 µM; 360,000 tested, 0.26% active; AID 651602; in the data active = inhibition above about 11%
AddAB inh: less growth of phage-infected E. coli with AddAB. E. coli expressing H. pylori AddAB, absorbance growth. inhibition, % at 11.9 µM. 330,000 tested, 0.29% active. AID 435030; in the data active = inhibition above about 12%;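 also: 0% = vehicle wells of infected cells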
DAGLB inhibitor: diacylglycerol lipase beta (human) inhibition; AID 504411; Q8NCG7; inhibition, % at 5.17 µM; 340,000 tested, 0.059% active; HEK293T DAGLB membrane lysate, EnzChek fluorogenic substrate; in the data active = inhibition above about 34%;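 also: 0% = enzyme with vehicle and 100% = wells lacking enzyme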
Target sequence (Q8NCG7 whole entry, looked up): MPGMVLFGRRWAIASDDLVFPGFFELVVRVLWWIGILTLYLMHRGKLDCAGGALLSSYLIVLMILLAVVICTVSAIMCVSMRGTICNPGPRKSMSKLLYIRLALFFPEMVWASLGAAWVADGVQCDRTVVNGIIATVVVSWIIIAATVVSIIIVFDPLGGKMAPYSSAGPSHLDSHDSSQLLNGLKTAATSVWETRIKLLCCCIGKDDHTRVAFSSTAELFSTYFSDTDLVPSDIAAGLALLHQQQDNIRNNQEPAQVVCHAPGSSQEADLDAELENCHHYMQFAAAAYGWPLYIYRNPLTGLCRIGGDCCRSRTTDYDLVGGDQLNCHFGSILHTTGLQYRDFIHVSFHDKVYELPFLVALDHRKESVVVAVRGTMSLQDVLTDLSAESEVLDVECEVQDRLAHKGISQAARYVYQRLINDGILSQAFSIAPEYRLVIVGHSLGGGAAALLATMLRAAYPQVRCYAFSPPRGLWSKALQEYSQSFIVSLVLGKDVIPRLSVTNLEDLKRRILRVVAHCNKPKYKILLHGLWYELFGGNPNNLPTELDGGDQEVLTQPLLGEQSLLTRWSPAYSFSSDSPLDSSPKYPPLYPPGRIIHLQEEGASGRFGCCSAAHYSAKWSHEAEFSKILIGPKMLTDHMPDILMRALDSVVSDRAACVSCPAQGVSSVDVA
Mot1-301 SUMO: blocks SUMOylation pathway, rescuing yeast Mot1-301 growth; S. cerevisiae Mot1-301 growth rescue, ATP luminescence, 38.5C; percent above DMSO median, 100 means doubled; growth rescue, % at 18.8 µM; 320,000 tested, 1% active;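 active = every valid replicate shows activation above 250% relative to neutral control wells; inactive = the rest, any valid replicate at or below 250%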;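 also: OY570 slx delta 5 strain wells were the positive control but not used for scaling; some compounds called inactive have numbers as strong as hits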
E coli growth: reduces bacterial viability in AddAB counter-screen | inhibition, % at 11.9 µM | AID 449728 | 330,000 tested, 0.27% active | E. coli V3065 growth, OD600 absorbance, 18 h;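 active = inhibition above the campaign's mean inhibition across all tested compounds plus 3 SD, cut at about 9.9% in these data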;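 also: uninfected addAB+ strain grown without phage in ampicillin broth; 0% = DMSO wells and 100% = ciprofloxacin 0.95 µg/ml wells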
CDK5 p35 inh: blocks human CDK5/p35 kinase activity; Recombinant CDK5/p35, ADP-Glo luminescence, 60 min; inhibition, % at 10 µM; 330,000 tested, 0.01% active;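 active = highest replicate inhibition of at least 50% and at least 75% of replicates reaching 50%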;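 also: plate controls were DMSO neutral control for no effect and GW8510 at 10 µM for full effect; many of its hits are not listed in these tables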
HTR5A inv ctr: HTR5A inverse agonism, opioid heterodimer counter-screen; P47898; HTR5A cell line, luminescence; inhibition, % at 9.3 µM; 340,000 tested, 0.083% active; AID 504634; in the data active = inhibition mostly above about 23%, no sharp cut-off; inactive = mostly below about 18%;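 also: 0% = cells with DMSO and 100% = no-cell wells with DMSO; some compounds called inactive have numbers as strong as hits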
* = called active by the depositor; · = no result given; + = active, no number. An unsorted share of the library. About 2.3% of those tested had a hit in this group.

SMILES	PKA-R2B activ	PKA-R1A activ	HTR5A ag	Tat transport	phage Ecoli inh	AddAB inh	DAGLB inhibitor	Mot1-301 SUMO	E coli growth	CDK5 p35 inh	HTR5A inv ctr
CC1(C)C(=O)C2(CCCCC2)C(=O)OC1c1ccc(O)cc1 (stereo unspecified)	-6	-11	1	-4	·	0.9	-35	31	-2.4	-8.4	-4
CC(=O)/C(C#N)=C1\NC(=O)C(Cc2ccc(C)c(Cl)c2)S1 (stereo unspecified)	-7	5	-4	1	0.7	1.8	22	-1	-0.3	0.1	4
Cc1cccn2cc(CSc3nnc(Nc4ccc(C(C)C)cc4)s3)nc12	-5	-3	-4	-19	10	9.7	-1	-7	8.8	1.0	-1
Cc1cccc(NC(=O)C2(c3ccccc3)CC2(Cl)Cl)c1 (stereo unspecified)	-8	4	3	9	2.9	2.5	-7	-2	0.1	-0.3	-16
COc1ccc(-c2noc(Cc3ccc(Cl)cc3)n2)cc1OC	-8	-3	13	13	2.5	1.5	-12	33	-0.5	-4.9	-36
CC(=O)Nc1c(Cl)c2c(c(Cl)c1Br)-c1ccc(Cl)cc1C2	-1	2	-2	-3	-0.4	·	0	·	·	2.0	7
COC(=O)c1sc(=S)n(-c2cc(F)ccc2F)c1N	-4	11	-2	-9	1.5	2.3	-3	1	1.8	0.2	-14
CCOc1ccc(CN(C)C(=O)c2cccnc2SC)cc1OC	-9	3	2	-2	-0.1	0.7	2	-11	-0.1	1.7	-7
CN(C)S(=O)(=O)c1ccc(S(=O)(=O)N(Cc2ccco2)Cc2ccccc2Cl)cc1	0	17	7	-10	·	0.0	-1	10	1.9	1.7	11
Cc1ccc(NC(=O)CCOc2ccccc2)c(C)c1	-1	2	0	-1	·	·	-6	-18	·	2.1	1
CSc1nc(-c2ccco2)cc(C(F)(F)F)c1C#N	-9	1	-5	-7	0.6	1.2	-4	-11	-1.6	-1.4	13
O=C(N/N=C/c1ccco1)C1CC1	3	-7	-3	-4	1.9	-0.2	-3	-5	0.4	·	-7
Cc1cccn2c(=O)c3cc(C(=O)NCCN4CCOCC4)c(=N)n(Cc4ccc(F)cc4)c3nc12	2	-7	-2	9	-0.8	0.7	-1	-9	1.9	-1.3	8
O=C(Nc1ccccc1C(F)(F)F)N1CCCC1c1cccnc1 (stereo unspecified)	-4	3	5	-11	-1.5	1.3	0	0	-0.6	-1.1	0
CC1=Nc2ccc(C)cc2/C1=C/c1c(N)n2c(S(=O)(=O)C(C)C)nsc2nc1=O	-4	-5	-3	10	2.8	·	13	·	·	-8.8	8
Cc1cc(C(=O)COC(=O)CNC(=O)c2ccco2)c(C)n1Cc1ccco1	-2	2	4	1	3.9	6.0	1	11	1.6	-0.6	9
COc1cccc(C(O)c2nc3ccccc3n2C(C)C)c1OC (stereo unspecified)	-3	-12	3	-10	2.8	0.2	1	420	2.3	-1.1	-11
CC(=O)c1ccc(S(=O)(=O)Nc2cc3c(cc2C(C)=O)OCO3)cc1	-7	5	2	-2	5.5	0.3	-2	3	-2.6	0.9	-5
Cc1[nH]nc(SCC(=O)Nc2ccc(C#N)cc2)c1[N+](=O)[O-]	-5	-5	0	-8	9.7	9.9	-2	330	7.3	-0.1	0
Cc1ccc(S(=O)(=O)N(C)Cc2cc3cc(C)ccc3[nH]c2=O)cc1	-5	-11	-1	-7	-0.7	0.3	-1	-5	-1.7	-0.3	-18
Cc1ccc(-c2nc(-c3ccncc3)no2)cc1Cl	0	-11	-1	-4	1.9	0.5	-4	-1	0.0	-0.6	4
O=C(c1cccc(F)c1)N1CCN(c2cccc(Cl)c2)CC1	-10	-3	-1	-3	2.9	-2.7	-6	4	-2.4	0.4	7
CC(=O)c1c(O)c2ccccc2n(C)c1=O	-15	-5	-1	-2	1.2	0.2	0	-18	-1.7	-5.9	29
O=C(O)CC1S/C(=N/N=C/c2ccc(-c3ccccc3[N+](=O)[O-])o2)NC1=O (stereo unspecified)	-2	9	-2	4	1.8	0.0	3	·	0.1	-1.2	5
CCOc1ccc(NC(=O)c2ccccc2C(=O)c2ccccc2)cc1OCC	-5	0	2	-1	-0.2	1.0	-1	20	-2.4	-0.3	-6

Following part
SMILES	PKA-R2B activ	PKA-R1A activ	HTR5A ag	Tat transport	phage Ecoli inh	AddAB inh	DAGLB inhibitor	Mot1-301 SUMO	E coli growth	CDK5 p35 inh	HTR5A inv ctr
COc1cccc(C(CNC(=O)C(c2ccccc2)c2ccccc2)N(C)C)c1 (stereo unspecified)	-1	-1	1	-8	2.3	3.4	-1	162	-3.3	-0.7	-4
Cc1cc(=O)oc2cc(NC(=O)c3cccc(Br)c3)ccc12	4	-6	0	-7	1.3	3.1	2	18	0.9	0.5	-20
COC(=O)C1=C(C)N(Cc2ccccc2)C(=O)N[C@H]1c1cccs1	-5	-7	-2	2	0.2	-1.0	-2	-17	-0.1	-0.4	6
CCOC(=O)c1cccc(NC(=O)C(NS(=O)(=O)c2ccc3c(c2)CCN3C(C)=O)C(C)C)c1 (stereo unspecified)	-5	0	1	-2	2.2	0.7	5	14	1.4	-1.3	-29
CC(C)c1ccc(NC(=S)Nc2ccc3cn[nH]c3c2)cc1	0	-5	1	10	2.0	2.2	0	32	0.0	3.0	-22
CC(=O)OC1CCC2(C)C(COc3ccc4ccc(=O)oc4c3)C(C)(O)CCC2C1(C)C (stereo unspecified)	-1	-2	4	-1	2.6	-0.8	1	482	-0.2	-2.1	-1
Cc1ccc(Cn2c(CCNc3nc(-c4ccc(C)cc4)cs3)nc3cc(C(=O)NCCCO)ccc32)cc1	-10	-1	-2	-4	0.7	2.3	3	-11	-1.2	0.1	-10
O=C(NN1C(=O)C2C3C=CC(C4CC34)C2C1=O)c1ccc(Br)cc1 (stereo unspecified)	0	-2	3	3	1.4	3.3	-2	-12	1.4	0.9	-9
CC(=O)c1ccc(NC(=O)Nc2ccncc2)cc1	-3	8	5	7	2.3	-1.1	0	-8	0.3	-0.6	-23
COc1ccc(CN(C)C(=O)c2ccncc2)c(OC)c1	8	4	4	-12	-1.7	1.3	-1	1	-1.2	-0.4	5
CC(Sc1ncccn1)C(=O)NNC(=O)c1cccc(Cl)c1 (stereo unspecified)	0	-8	6	7	0.3	0.7	-1	-5	0.3	-0.2	-14
C=CCOC(=O)/C(=C/c1cccc2ccccc12)NC(=O)c1ccccc1	-5	-3	-1	2	2.4	0.7	-7	9	0.1	-3.9	-10
Nc1ccc(C(=O)N2CCN(S(=O)(=O)c3ccc4c(c3)OCCO4)CC2)cc1[N+](=O)[O-]	-4	-6	2	-10	1.5	3.0	-1	185	1.9	-0.3	3
N#C/C(=C(/O)COc1ccccc1)c1nnc2n1CCCCC2	-10	-10	-2	12	0.2	0.5	3	2	-2.8	-2.5	3
CCOc1ccc(/C(O)=C2/C(=O)C(=O)N(CCCN3CCOCC3)C2c2ccc(F)cc2)cc1C (stereo unspecified)	2	-6	0	-3	3.0	1.0	3	7	1.0	-0.2	2
COc1ccc(NC(=O)C2CCN(S(=O)(=O)c3ccccc3)CC2)cc1	-1	0	4	2	-0.2	3.7	5	38	-0.2	1.0	-17
O=C(CCN1C(=O)COc2ccccc21)NCc1cccnc1	-3	2	1	0	1.7	-0.1	0	7	-2.4	-0.2	-14
CCOC(=O)CCCNC(=O)CSc1nnc(-c2ccccc2)c(-c2ccccc2)n1	6	3	3	5	3.7	1.9	-1	-13	0.6	0.1	-8
CN(C)C(CNC(=O)c1ccccc1C(F)(F)F)c1ccco1 (stereo unspecified)	3	-1	4	-8	0.5	1.8	-3	1	-0.5	2.4	-13
Cc1cc(C)cc(NC(=O)CN2CCC(NC(=O)c3ccccc3F)CC2)c1	-8	-7	0	3	1.8	2.9	-1	6	0.8	-1.6	15
COc1cc2[nH]c(=O)c(C(=O)NCc3ccc(F)cc3)c(O)c2cc1OC	10	4	-2	-1	4.7	·	-2	-7	·	0.4	7
Brc1ccccc1/C=N/Nc1ccccn1	-3	-2	1	16	2.0	-1.2	-4	1	1.0	-1.7	-2
O=C1CC(c2ccco2)c2ccc3ccccc3c2N1 (stereo unspecified)	7	1	-3	-2	0.6	5.9	-1	-4	-1.7	1.3	3
CCN(CC(=O)Nc1c(F)cccc1F)C(=O)CNC(=O)c1ccc(C)s1	-9	-7	-4	6	0.4	1.0	5	-2	0.1	1.2	1
CCCCCCC[C@@H](C/C=C/CCC(=O)N(C)C/C(=C/Cl)C/C(=C\C(=O)N1C[C@H](O)CC1=O)OC)OC	-9	-9	4	30	0.6	0.8	-1	·	-3.4	-6.5	-13

More compounds follow:
SMILES	PKA-R2B activ	PKA-R1A activ	HTR5A ag	Tat transport	phage Ecoli inh	AddAB inh	DAGLB inhibitor	Mot1-301 SUMO	E coli growth	CDK5 p35 inh	HTR5A inv ctr
CCn1nccc1C(=O)Nc1ccc(Cl)cc1Cl	4	-5	3	-7	-0.5	-1.1	-1	68	1.2	-0.6	-6
C[C@@H]1CN([C@@H](C)CO)C(=O)c2cccc(NS(C)(=O)=O)c2O[C@H]1CN(C)C(=O)Nc1ccc(F)cc1	2	1	3	-14	4.4	1.5	-2	-6	1.6	-0.1	-13
O=C(Nc1ccc(Cl)cc1C(=O)NCCN1CCOCC1)c1ccco1	0	-3	-6	7	2.3	0.9	-1	18	-1.7	-1.4	7
O=C(Nc1ccc(Cl)cc1)Nc1ccc(-c2cnco2)cc1	-5	-7	1	10	3.2	0.7	-1	8	0.3	1.4	-3
CCOc1ccc(Nc2ccnc3cc(Cl)ccc23)cc1	-1	-12	4	-3	8.2	3.7	1	·	3.3	2.1	-11
Cn1ncc2c(Nc3ccc(Br)cc3)nc(Nc3ccc(Br)cc3)nc21	-2	2	5	8	0.6	-2.0	-5	26	-1.9	0.1	-18
CCOc1ccc(OCC)c(S(=O)(=O)NCCCN2CCOCC2)c1	4	1	0	-2	2.2	0.2	0	-5	-0.3	-0.7	-13
COc1ccc(C(=O)Nn2c(SCC(=O)NCc3ccccc3)nc3ccccc3c2=O)cc1	-10	-2	-3	-4	1.4	-0.7	1	+	-2.2	-0.5	9
Cc1cc2c(ncn2Cc2ccccc2)c(NS(C)(=O)=O)c1C	3	8	0	9	0.1	2.0	-3	-10	0.4	-0.3	-21
S=C(NCc1ccccc1)Nc1ccncc1	-4	0	4	-1	2.5	0.3	-3	3	0.7	0.8	-28
CCOCCCNC(=O)c1cc(Sc2ccc(C)cc2)nc2ccccc12	5	-1	0	0	0.7	2.2	-5	-9	0.1	0.7	-25
COc1ccsc1C(=O)N1CCN(Cc2ccc3c(c2)OCO3)CC1	-9	-4	-1	1	1.3	1.4	1	31	0.0	2.8	20
CCN(CC)CCNC(=O)c1cc2c(=O)n(C)c3ccccc3c2s1	-4	-7	1	-8	-0.6	1.4	1	-5	-1.2	0.0	-3
CCOc1ncccc1C(=O)NNC(=O)c1cccc(S(=O)(=O)Nc2ccccc2OC)c1	1	0	4	7	4.0	2.3	1	·	-1.5	2.2	-12
Cc1ccc(S(=O)(=O)N(CC2CO2)c2cccc([N+](=O)[O-])c2)cc1 (stereo unspecified)	-13	-5	-2	34	2.7	2.3	0	-6	-1.1	-6.7	-8

Bioassay records: PubChem, several laboratories
